Bioassay records from PubChem BioAssay.
APE1 inh – qHTS Assay for Inhibitors of the Human Apurinic/apyrimidinic Endonuclease 1 (APE1) | DNA repair nuclease/redox regulator APEX1 (Homo sapiens), P27695 | recombinant APE1, TAMRA/BHQ-2 abasic DNA cleavage fluorescence | Potency, µM (titrated, usually from 65.8 µM), for inactives: at the top dose activity change, negative = inhibition, actives largely listed as inhibitors | hit rate 0.35% among 350,000;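 note: plate controls were vehicle for no effect and reference inhibitor for full effect; nearly all actives have a fitted effect of over 55% in size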
Target sequence (P27695 whole entry, looked up): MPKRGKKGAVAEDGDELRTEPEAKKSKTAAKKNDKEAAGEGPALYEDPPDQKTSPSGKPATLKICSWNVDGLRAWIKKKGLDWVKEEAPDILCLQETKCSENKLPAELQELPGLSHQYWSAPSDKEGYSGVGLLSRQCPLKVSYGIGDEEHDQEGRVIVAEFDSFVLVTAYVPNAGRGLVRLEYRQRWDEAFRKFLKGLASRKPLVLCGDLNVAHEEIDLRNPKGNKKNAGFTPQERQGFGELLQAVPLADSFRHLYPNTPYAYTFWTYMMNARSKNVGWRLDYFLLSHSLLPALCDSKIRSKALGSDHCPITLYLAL
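Readout is kinetic fluorescence (ex 525, em 598 nm) from cleavage of 50 nM TAMRA/BHQ-2 THF abasic duplex by 0.75 nM APE1, compound added 15 min beforehand at RT.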
Pol kappa inh – qHTS for Inhibitors of Polymerase Kappa | AID 588579, 2011 | Potency, µM (titrated, usually from 107 µM), for the others: at the highest dose activity, negative = inhibition, hits mostly inhibitors | DNA polymerase kappa (Homo sapiens), Q9UBT6 | hit rate 0.53% among 400,000 | purified Pol kappa, fluorescent DNA synthesis assay, 10 min; note: % is set by controls: 0 for no effect and ±100 for the full control effect
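First, compounds were pin-transferred onto 10 nM Pol kappa. After 15 min at room temperature, substrate was added to 50 nM final. Fluorescence was then measured kinetically at 0 and 10 min.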
Pol eta inh – qHTS for Inhibitors of Polymerase Eta; Potency, µM (doses to about 114 µM), inactives show top-dose activity change, negative = inhibition, hits mostly inhibitors; DNA polymerase eta (Homo sapiens), Q9Y253; hit rate 1.2% among 390,000; recombinant Pol eta, fluorescent DNA replication assay; note: % is set by controls: 0 for no effect and ±100 for the full control effect
Target sequence (Q9Y253 whole entry, looked up): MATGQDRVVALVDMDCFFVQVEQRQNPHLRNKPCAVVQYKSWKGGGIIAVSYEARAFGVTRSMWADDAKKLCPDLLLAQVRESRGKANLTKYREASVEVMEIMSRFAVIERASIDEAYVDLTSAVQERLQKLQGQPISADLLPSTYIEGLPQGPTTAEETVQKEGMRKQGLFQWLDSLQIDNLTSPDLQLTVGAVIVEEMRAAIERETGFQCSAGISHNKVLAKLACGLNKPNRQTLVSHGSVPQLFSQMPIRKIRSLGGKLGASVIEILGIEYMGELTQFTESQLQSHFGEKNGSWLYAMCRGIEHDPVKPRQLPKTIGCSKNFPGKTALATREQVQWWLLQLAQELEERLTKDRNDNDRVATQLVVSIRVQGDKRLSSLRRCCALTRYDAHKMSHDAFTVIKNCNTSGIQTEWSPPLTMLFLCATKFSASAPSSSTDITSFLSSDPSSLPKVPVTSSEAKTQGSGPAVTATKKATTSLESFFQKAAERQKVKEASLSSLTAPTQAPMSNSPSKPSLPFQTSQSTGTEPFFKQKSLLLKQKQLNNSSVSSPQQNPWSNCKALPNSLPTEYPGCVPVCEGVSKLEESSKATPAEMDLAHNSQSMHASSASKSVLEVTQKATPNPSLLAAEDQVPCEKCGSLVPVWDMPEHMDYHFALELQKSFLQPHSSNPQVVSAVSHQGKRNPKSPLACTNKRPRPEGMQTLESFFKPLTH
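Pol eta at 10 nM preincubated with compounds 15 min at room temperature; reaction started with fluorescent substrate (50 nM final) and read kinetically at 0 and 10 min.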
BLM helicase inh – qHTS Assay for Inhibitors of Bloom's syndrome helicase (BLM). recombinant BLM DNA unwinding, fluorescence dequenching. hit rate 0.2% among 350,000. AID 2528, 2010. RecQ-like DNA helicase BLM (Homo sapiens), P54132. Potency, µM (top dose mostly 56.1 µM), inactives show at the top dose activity change, negative = inhibition, usual class: inhibitors;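 note: plate controls were vehicle for no effect and no enzyme for full effect; nearly all actives have a fitted effect of over 35% in size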
G9a block – qHTS Assay for Inhibitors of Histone Lysine Methyltransferase G9a; Histone-lysine N-methyltransferase EHMT2 (Homo sapiens), Q96KQ7; G9a H3K9 monomethylation, AlphaScreen, 2 h; Potency, µM (highest dose often 102 µM), for the others: at the top dose activity, negative = inhibition, usual class: inhibitors; hit rate 8.8% among 350,000; note: % is set by controls: 0 for no effect and ±100 for the full control effect; nearly all actives have a fitted effect of over 75% in size
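Step 1: enzyme (final 20 nM) with compound, 15 min RT. Step 2: substrate peptide 500 nM and SAM 20 uM, 2 h RT. Step 3: anti-H3K9me1 antibody and AlphaScreen beads, 10 min, then plate read.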
Pol iota inh – qHTS for Inhibitors of Polymerase Iota; DNA polymerase iota (Homo sapiens), Q9UNA4; Pol iota fluorescent replication assay, 10 min; Potency, µM (highest dose often 115 µM), for inactives: top-dose activity, negative = inhibition, usual class: inhibitors; hit rate 1% among 390,000; AID 588590, 2011
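Fluorescent replication assay read twice, at 0 min and 10 min after adding 50 nM (final) substrate. Enzyme (10 nM) and compounds were first incubated 15 min at room temperature; enzyme-free buffer wells were negative controls.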
BAZ2B block – qHTS Assay for Inhibitors of BAZ2B; Bromodomain adjacent to zinc finger domain protein 2B (Homo sapiens), Q9UIF8; AlphaScreen BAZ2B-H3K14Ac peptide displacement; Potency, µM (doses to about 114 µM), without a hit: at the top dose activity change, negative = inhibition, hits mostly inhibitors; hit rate 4.4% among 360,000; AID 504333, 2011; note: % is set by controls: 0 for no effect and ±100 for the full control effect; nearly all actives have a fitted effect of over 60% in size
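AlphaScreen luminescence quantifies BAZ2B engagement of H3K14Ac peptide; the protein and biotinylated peptide are both at 50 nM final, buffer PBS pH 7.4 with 0.01% Tween-20, all steps at room temperature.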
JMJD2A Tudor – qHTS Assay for Inhibitors of JMJD2A-Tudor Domain; Potency, µM (doses to about 114 µM), for the others: top-dose activity change, negative = inhibition, most hits filed as inhibitors; hit rate 4.4% among 390,000; Lysine-specific demethylase 4A (Homo sapiens), O75164; AID 504339, 2011; AlphaScreen JMJD2A-Tudor / H3K4me3 peptide binding; note: % is set by controls: 0 for no effect and ±100 for the full control effect; nearly all actives have a fitted effect of over 50% in size
POLB inh – qHTS Assay for Inhibitors of DNA Polymerase Beta. P06746. Pol beta primer extension/strand displacement, fluorescence kinetic. Potency, µM (titrated, usually from 114 µM), without a hit: at the top dose activity change, negative = inhibition, usual class: inhibitors. hit rate 1.3% among 340,000; note: % is set by controls: 0 for no effect and ±100 for the full control effect
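Pol beta (10 nM) was preincubated with compound for 15 min at room temperature. The reaction was then started with 50 nM substrate and read immediately and after a further 10 min at room temperature.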
* marks the source's active call; other numbers are inactive results; ? = inconclusive; · = no result given; & = joins results of further samples; ! = not confirmed by another sample; [ ] = another dose, or the depositor's remark. Calls come from the whole dose curve; as a rule, active = well fitted curve in the direction sought with a large enough effect; inconclusive = small, poorly fitted or top-dose-only effect, or another doubt; inactive = no such curve, though single readings can be large; an effect the other way counts as inactive or inconclusive. Potency is the fitted concentration of half-maximal effect.

1	COC(=O)C1=C(N)OC2=C(C(=O)CC(C)(C)C2)C1c1ccccc1OCC#N (stereo not given)
2	O=C(NCCc1nc2ccc(Cl)cc2[nH]1)C1CCC(=O)N(Cc2cccc(F)c2)C1 (stereo not given)
3	Oc1ccc(NCc2ccccc2OCc2ccccc2F)cc1
4	COc1cc2c(N3CCOCC3)cc(O)c(CC(=O)Nc3ccccc3)c2cc1OC
5	CCN1CCN(C(c2ccccc2)c2sc3nc(C)nn3c2O)CC1 (stereo not given)
6	O=C(CCCCCN1C(=O)CCC1=O)Nc1ccc(Br)cc1F
Screen / compound no.,1,2,3,4,5,6
APE1 inh,3%,3%,?,-4%,2%,1%
Pol kappa inh,-13%,-7%,-22%&-15%,-3%,8%,-5%
Pol eta inh,-14%,-9%,50µM*!,-7%,-13%,-3%
BLM helicase inh,2%,1%,28µM*!,-22%,1%,2%
G9a block,8%,1%,3.2µM*,?,25%[12.7 µM],-4%[12.7 µM]
Pol iota inh,76%[activator],80%[activator],10µM*,-11%,-1%,-4%
BAZ2B block,-34%,-4%,45µM*,11%,6%,11%
JMJD2A Tudor,-12%,-3%,56µM*,-11%,-4%,-13%
POLB inh,-1%,4%,23%&19%,14%,0%,4%

Ordered by count of non-hydrogen atoms (descending): part of the list above
4	COc1cc2c(N3CCOCC3)cc(O)c(CC(=O)Nc3ccccc3)c2cc1OC
2	O=C(NCCc1nc2ccc(Cl)cc2[nH]1)C1CCC(=O)N(Cc2cccc(F)c2)C1 (stereo not given)
1	COC(=O)C1=C(N)OC2=C(C(=O)CC(C)(C)C2)C1c1ccccc1OCC#N (stereo not given)
5	CCN1CCN(C(c2ccccc2)c2sc3nc(C)nn3c2O)CC1 (stereo not given)
3	Oc1ccc(NCc2ccccc2OCc2ccccc2F)cc1
6	O=C(CCCCCN1C(=O)CCC1=O)Nc1ccc(Br)cc1F
Screen / compound no.,4,2,1,5,3,6
APE1 inh,-4%,3%,3%,2%,?,1%
Pol kappa inh,-3%,-7%,-13%,8%,-22%&-15%,-5%
Pol eta inh,-7%,-9%,-14%,-13%,50µM*!,-3%
BLM helicase inh,-22%,1%,2%,1%,28µM*!,2%
G9a block,?,1%,8%,25%[12.7 µM],3.2µM*,-4%[12.7 µM]
Pol iota inh,-11%,80%[activator],76%[activator],-1%,10µM*,-4%
BAZ2B block,11%,-4%,-34%,6%,45µM*,11%
JMJD2A Tudor,-11%,-3%,-12%,-4%,56µM*,-13%
POLB inh,14%,4%,-1%,0%,23%&19%,4%

(further entries)
7	CCOC(=O)c1c(NC(=O)C(=O)N/N=C/c2ccc(O)c(OC)c2)sc2c1CCCCC2
8	O=C1C2CCCN2C(=O)N1CCCCN1CCN(c2ccc(F)cc2)CC1 (stereo not given)
9	COc1ccc(N2CCN(C(=S)NC(=O)c3cccs3)CC2)c([N+](=O)[O-])c1
10	CC(C)OC(=O)c1cc2c(=O)[nH]c(C(Cl)(Cl)Cl)nc2o1
11	CCOC(=O)c1ccc(NC(=O)c2cc(F)c(F)cc2Cl)cc1
12	CCOC(=O)N1CCN(C(=O)C(CC(C)C)NS(=O)(=O)c2ccc(C)cc2)CC1 (stereo not given)
Screen / compound no.,7,8,9,10,11,12
APE1 inh,1%,-1%,-8%,13%,-3%,11%
Pol kappa inh,-11%,-7%,0%,-3%,-7%,-3%
Pol eta inh,-20%,-6%,-13%,-9%,?,-1%
BLM helicase inh,-15%,1%,-5%,-2%,-12%,·
G9a block,8%[59 µM],?,32µM*,-35%,39%,9%[59 µM]
Pol iota inh,12%,7%,46%[activator],5%,101%[activator],10%
BAZ2B block,-26%,-7%,?,·,13%,0%
JMJD2A Tudor,-28%,-3%,50µM*,-11%,1%[57.1 µM],-12%
POLB inh,21%,1%,47%,38%,10%,·

13	Cc1ccc(NC(=O)CCN2C(=O)C3CC=CCC3C2=O)cc1Cl (stereo not given)
14	CC(OC(=O)c1ccccc1NS(=O)(=O)c1cccc(C(F)(F)F)c1)C(=O)N(C)Cc1ccccc1 (stereo not given)
15	O=C(CSc1ncnc2c1cnn2-c1ccccc1)NC1CCS(=O)(=O)C1 (stereo not given)
16	O=S(=O)(NCc1ccccc1Cl)c1ccc(-n2cccn2)cc1
17	Cc1cccc(C)c1NC(=O)CNC(=O)C(C)N1CCN(c2cccc(Cl)c2)CC1 (stereo not given)
18	CCCN1CCC(NC(=S)Nc2ccc(OC)c(OC)c2)CC1
Screen / compound no.,13,14,15,16,17,18
APE1 inh,0%,-10%,10%,-14%,31%,0%
Pol kappa inh,1%,1%,-8%,-7%,-18%,7%
Pol eta inh,-8%,-26%,-12%,-10%,-4%,6%
BLM helicase inh,·,-10%,·,-4%,·,1%
G9a block,?,-7%,2%[12.7 µM],?,4%[2.33 µM],50µM*
Pol iota inh,19%,8%,24%,-4%,0%,34%[activator]
BAZ2B block,-5%,1%,3%,-2%,-5%,-11%
JMJD2A Tudor,-6%,3%,1%,2%,-9%,-8%
POLB inh,·,2%[57.1 µM],·,?,·,8%

19	O=C(COC(=O)CCC(=O)c1ccc(Cl)cc1)NCc1ccco1
20	CCOC(=O)[C@@H]1[C@H]2COc3ccccc3[C@@H]2N2C(=O)N(c3cccc(Cl)c3)C(=O)[C@]12C
21	COc1ccc(C)cc1NC(=O)CNC(c1ccccc1)c1ccccc1
22	CN(C)c1cccc2c(S(=O)(=O)NCc3ccc(S(N)(=O)=O)cc3)cccc12
23	CCn1c(CNC(=O)c2ccccc2Br)nnc1SCC(=O)NC1=NCCS1
24	CN(c1ccc(O)cc1)S(=O)(=O)c1ccc2ccccc2c1
Screen / compound no.,19,20,21,22,23,24
APE1 inh,?,2%,-10%,-4%,-8%,-4%
Pol kappa inh,?,-17%,-5%,-8%,-8%,-8%
Pol eta inh,25µM*,-14%,-25%,-8%,-23%,-6%
BLM helicase inh,2%,-8%,-11%,-4%,-6%,-6%
G9a block,50µM*,?,60%[activator],·,26%,-14%
Pol iota inh,45µM*,-1%,-8%,140%[activator],15%,167%[activator]
BAZ2B block,·,-26%,15%,9%,-3%,-13%
JMJD2A Tudor,?,-20%,15%,6%,4%,-25%
POLB inh,35µM*,13%,-2%,3%,54%,23%

25	CCN(CC(=O)NC1CCS(=O)(=O)C1)S(=O)(=O)c1c(C)c(C)cc(C)c1C (stereo not given)
26	COc1cccc(CNC(=O)c2ccc3c(c2)nc2n3CCOC2)c1
27	Cc1cccc(-c2nc(CS(=O)CC(=O)NCc3cccs3)c(C)o2)c1 (stereo not given)
28	COc1ccc(-c2cn3nc(N4CCCC(C(=O)NCc5ccccc5OC)C4)sc3n2)cc1 (stereo not given)
29	CC1=CC2=NC(=O)/C(=C\c3ccc(-c4cccc(Cl)c4)o3)C(=N)N2O1
30	COc1ccccc1C(=O)NC(=O)COC(=O)CNC(=O)c1ccc(Cl)cc1Cl
Screen / compound no.,25,26,27,28,29,30
APE1 inh,48%[activator],·,-6%,·,-1%,-7%
Pol kappa inh,2%,-10%[60.1 µM],-21%,-5%,-10%,0%
Pol eta inh,-11%,-8%,-15%,-7%,5.6µM*,-18%
BLM helicase inh,·,1%,-3%,-3%,-15%,·
G9a block,-3%,15%[59 µM],-24%,-37%[59 µM],1%[59 µM],50µM*
Pol iota inh,21%,13%,10%,15%,?,14%
BAZ2B block,8%,1%,13%,-8%,3%,6%
JMJD2A Tudor,-5%,-15%,-19%,-17%,-1%,3%
POLB inh,·,-2%,0%,-2%,?,·

31	CCc1noc(C)c1C(=O)N1CCN(S(=O)(=O)c2cccc(C(F)(F)F)c2)CC1
32	COc1ccc2ccc(O)c(CN3CCN(S(=O)(=O)c4cc([N+](=O)[O-])ccc4C)CC3)c2c1
33	CC(=O)Nc1ccc(C(=O)OCC(=O)Nc2c(F)cccc2F)cc1
34	COc1ccc(S(=O)(=O)N2CCN=C2SCc2cccc(C)c2)cc1
35	COc1cc(/C=N\NC(C)=O)ccc1OC/C=C/c1ccccc1
36	CCN(CC)C1Oc2cc3c(cc2C(c2cccc(OC)c2O)C1C)OCO3 (stereo not given)
Screen / compound no.,31,32,33,34,35,36
APE1 inh,45%[activator],14%,-4%,6%,8%,·
Pol kappa inh,3%,-9%,3%,-8%,0%,-12%
Pol eta inh,-11%,1%,4%,-19%,-7%,?
BLM helicase inh,·,·,-7%,-9%,-7%,·
G9a block,10%[12.7 µM],1.3µM*,29%,173%[activator],·,·
Pol iota inh,14%,-25%,-7%,-1%,18%,15%
BAZ2B block,0%,-7%,-18%,22%,-1%,·
JMJD2A Tudor,7%,-29%,-13%,27%,-2%,?
POLB inh,·,·,1%,16%,22%,·

37	O=S(N1CCCCC1)C12CC3CC(CC(C3)C1)C2 (stereo not given)
38	Cc1cccc(C)c1NC(=O)CN(C)C(=O)c1ccc(NS(=O)(=O)c2ccc3[nH]c(=O)[nH]c3c2)cc1
39	CC1(C)Cc2c(cnn2-c2ccccc2)C(NC(=O)CCCn2cncn2)C1 (stereo not given)
40	CCN(CC)C(=O)CN(c1cc2c(cc1OC)oc1ccccc12)S(=O)(=O)c1ccc(C)cc1
41	Cc1ccc2nc(-c3ccc(C)c(NC(=O)CSc4ccc(Cl)cc4)c3)oc2c1
Screen / compound no.,37,38,39,40,41
APE1 inh,-1%,21%,44%[activator],-9%,·
Pol kappa inh,-8%,4%,-4%,-4%,-1%
Pol eta inh,-13%,-4%,-14%,-18%,-18%
BLM helicase inh,2%,·,2%,-6%,3%
G9a block,19%[59 µM],-15%,10%,4%[12.7 µM],11%[59 µM]
Pol iota inh,?,18%,8%,2%,6%
BAZ2B block,-16%,6%,-17%,-1%,-9%
JMJD2A Tudor,-5%,-14%,-11%,-12%,-5%
POLB inh,6%,·,-15%,3%,14%

A portion of the library. The share of hits here may be higher or lower than overall.
